Screening results: PubChem, National Center for Advancing Translational Sciences (NCATS)
ERK EGF inh – blocks ERK signaling stimulated by EGF; HEK293-V1b, EGF-stimulated phospho-ERK AlphaScreen; Potency, µM (doses to about 11.5 µM), for the others: at the highest dose activity change, negative = inhibition, most hits filed as inhibitors; actives 0.41% (n = 130,000); AID 1454; active = well fitted inhibition curve with a large enough effect; inconclusive = small, poorly fitted or top-dose-only effect, or effect the other way;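 note: plate controls were stimulated vehicle wells for no effect and unstimulated vehicle basal for full effect; nearly all actives have a fitted effect of over 55% in size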
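In this qHTS, HEK293 cells with stable type-1 vasopressin (V1b) receptor were exposed to compound at 37C for 30 min, stimulated 5 min with EGF at 25 nM, lysed, and probed for phospho-ERK by AlphaScreen.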
The depositor's hits bear a star; ? = inconclusive; [ ] = remark or other dose. Potency is the fitted concentration of half-maximal effect. An excerpt, so the mix of outcomes need not match the whole.

The first 4 compounds, to show the layout:
SMILES	ERK EGF inh
O=C(c1cn2ccccc2n1)N1CCc2c([nH]c3ccccc23)C1c1ccccn1 (stereo unspecified)	-5%[57.5 µM]
CC(C)(CO)NC(=S)NCc1ccco1	-4%[57.5 µM]
CC(Oc1ccc(O)cc1)(P(=O)(O)O)P(=O)(O)O	-2%
COC(CNC(=O)c1ccc2c(c1)ncn2-c1cccc(F)c1)OC	-4%

The listing (from the top)
SMILES	ERK EGF inh
O=C(c1cn2ccccc2n1)N1CCc2c([nH]c3ccccc23)C1c1ccccn1 (stereo unspecified)	-5%[57.5 µM]
CC(C)(CO)NC(=S)NCc1ccco1	-4%[57.5 µM]
CC(Oc1ccc(O)cc1)(P(=O)(O)O)P(=O)(O)O	-2%
COC(CNC(=O)c1ccc2c(c1)ncn2-c1cccc(F)c1)OC	-4%
Cc1cccc2cc(C#N)c(SCC(=O)NCC3CCCO3)nc12 (stereo unspecified)	11%
COc1ccc(C(=O)NC2CCN(C(=S)Nc3ccccc3)CC2)cc1	5%
O=c1[nH]c(/C=C\c2cccs2)nc(O)c1[N+](=O)[O-]	19%
Cc1ccccc1NC(=O)CSc1nc2n(n1)CCCCC2	5%
CCOc1ccccc1NC(=O)CSC1=C(C#N)C(c2ccco2)C(C(=O)Nc2nc3ccccc3s2)=C(C)N1 (stereo unspecified)	-7%
Cc1csc(SCC(=O)NC(=O)NC(C)C)n1	-1%
S=C(NCc1ccc(Cl)cc1)NCc1ccccn1	3%
COc1cc(SC)ccc1C(=O)NCCOc1ccc(F)cc1	3%
COc1ccc(NC(=O)CSC2=NCCN2)cc1	-3%
C/C=C/C(=O)NCCc1ccc(OC)c(OC)c1	0%
CNCCCCOc1ccc(C(C)(C)C)cc1Cl	-1%
O=C1CC2(CC(c3ccc(Cl)cc3)=NO2)C(=O)N1c1ccccc1 (stereo unspecified)	-1%[57.5 µM]
COc1ccc2[nH]c(C)cc(=O)c2c1	9%
CCC(=O)Nc1cccc(-c2cn3ccccc3n2)c1	2%
NC1=NC(=O)/C(=C/c2ccccc2OS(=O)(=O)c2ccccc2)S1	-6%
CC(C)C(=O)Nc1ccc(N2CCN(c3ccc(F)cc3)CC2)cc1	-1%
O=C(COC(=O)c1ccccc1Nc1ccc(SC(F)F)cc1)NC1CC1	-3%
CCOC(=O)c1c(NC(=O)C2CCCN(S(=O)(=O)c3ccccc3)C2)sc2c1CCCC2 (stereo unspecified)	-6%
O=C(C(=O)N1CCc2ccccc2C1)N1CCc2ccccc2C1	-2%
O=C(COC(=O)c1ccccc1O)Nc1ccc(S(=O)(=O)N2CCCCC2)cc1	0%
Cc1ccc(NC(=O)c2ccc3c(c2)C(=O)N(Cc2cccnc2)C3=O)c(C)c1	-3%
CC1Cc2ccccc2N1C(=O)CSc1nncn1C (stereo unspecified)	0%
COc1cc(/C=C/C(=O)N2c3ccccc3Sc3ccc(C(F)(F)F)cc32)cc(OC)c1OC	3%
COc1cc(NC(=S)N2CCN(c3ccccn3)CC2)cc(OC)c1OC	-3%
Cc1ccc(/C=C/C(=O)Nc2ncc(C)s2)o1	-3%
COCCNC(=O)/C(C#N)=C/c1cccc(OCc2ccccc2)c1	?
CCn1c(SCc2ccccc2)nnc1-c1cccs1	-3%
COc1ccc(CCNC(=O)C2CCN(S(=O)(=O)c3cccs3)CC2)cc1OC	-3%
CC(C)(C)c1oc(C(=O)O)cc1CN1CCOCC1	-2%[57.5 µM]
CCOC(=O)c1[nH]c2ccccc2c1NC(=O)c1ccc(Br)o1	?
CCOc1ccc(NS(=O)(=O)c2ccc3[nH]cc(C(=O)N(CC)CC)c(=O)c3c2)cc1	?
O=C(COC(=O)/C(=C/c1cccs1)c1cccs1)NCc1ccccc1Cl	3%
Cc1cccc(Nc2n[nH]c(C)c2[N+](=O)[O-])c1	24%
O=C(c1cc(N2C(=O)C3C4CCC(C4)C3C2=O)ccc1Cl)N1CCN(c2ccccc2F)CC1 (stereo unspecified)	4%
O=C(Nc1cccc([N+](=O)[O-])c1)c1ccc(-c2ccccc2)cc1	1%
O=C(OCn1nnc2ccccc2c1=O)c1cccs1	0%
CC(Sc1nc2ccccc2s1)C(=O)Nc1ccc2c(c1)OCO2 (stereo unspecified)	5%
CCOc1ccccc1NC(=O)Nc1ccccn1	-12%[57.5 µM]
CCCNC(=O)c1nc(C)n(-c2ccc([N+](=O)[O-])cc2)n1	-5%
CCOC(=O)c1c(NC(=O)CCN2CCOCC2)sc(C)c1-c1ccccc1	-7%
CSc1nc(=S)c2[nH]c(=S)[nH]c2[nH]1	8%[57.5 µM]
COCCn1c(=O)[nH]c2cc(C(=O)NCCc3ccc(S(N)(=O)=O)cc3)ccc2c1=O	1%
Nc1nonc1NN=C1CCCCC1	-3%[57.5 µM]
CCn1c(OC)nc2c1c(=O)n(C)c(=O)n2C	-3%

Quoted at random: 4 compounds from above.
SMILES	ERK EGF inh
CC(C)C(=O)Nc1ccc(N2CCN(c3ccc(F)cc3)CC2)cc1	-1%
CCOc1ccccc1NC(=O)CSC1=C(C#N)C(c2ccco2)C(C(=O)Nc2nc3ccccc3s2)=C(C)N1 (stereo unspecified)	-7%
O=C(OCn1nnc2ccccc2c1=O)c1cccs1	0%
CCn1c(OC)nc2c1c(=O)n(C)c(=O)n2C	-3%

Further results follow:
SMILES	ERK EGF inh
COc1ccc(C(=O)C2CCCN(C(=O)c3noc4c3CCCC4)C2)cc1F (stereo unspecified)	?
Clc1ccccc1-c1nnc(-c2ccccc2Cl)o1	-3%
CCCCCc1nnc(NC(=O)CS(=O)(=O)Cc2ccccc2)s1	-5%
O=C(NCCCN1CCOCC1)c1ccc(-c2ccc(Cl)cc2)o1	-10%
C=CCOc1ccccc1/C=c1\sc2nc(=O)c(C)nn2c1=O	3%
COC(=O)C1CCN(C(=O)Cc2ccc(OC)c(OC)c2)CC1	-1%
Cc1nc2ccccc2c2oc(C(=O)NCC3COc4ccccc4O3)cc12 (stereo unspecified)	?
CCC(C)NCCOc1cc(C)cc(C)c1C (stereo unspecified)	2%
COc1ccc(Cn2c(=O)c3[nH]cnc3n(-c3ccc(C)cc3)c2=O)cc1	12%[57.5 µM]
O=C(Nc1ccc(F)cc1)c1ccc(COc2ccccc2)cc1	-1%
CC(=O)Oc1c(C(=O)c2nnc(C)o2)c(=O)n(Cc2ccccc2)c2ccccc12	9%
CCC(=O)OCC(=O)[C@@]1(OC(=O)CC)[C@H](C)C[C@@H]2[C@H]3CCC4=CC(=O)C=C[C@]4(C)[C@]3(Cl)[C@@H](O)C[C@@]21C	1%[25.7 µM]
CCCS(=O)(=O)N1CCCC(C(=O)NCC(OC)OC)C1 (stereo unspecified)	?
CN(C)/C=C(\C#N)C(=O)N/N=C/c1ccc(Cl)cc1	33%
COc1ccccc1/C=C\C(=O)O	6%
COc1ccccc1Nc1nc(N)nc(CSc2nccn2C)n1	9%
CCC1=C(OC(=O)N(CC)CC)N2C(=O)OC(=NCCc3c[nH]c4ccccc34)[C@]2(Cc2ccccc2)[C@H]2C1=CC[C@H]1C(=O)NC(=O)[C@H]12	-10%
CSc1ccccc1NC(=O)CN(C)Cc1ccc(Br)cc1	5%
CSc1ccccc1C(=O)NCc1cccnc1	-21%
CCOc1c(C(N)=O)cc([N+](=O)[O-])cc1[N+](=O)[O-]	-3%
COC(=O)[C@@]1(Cc2ccc(OC)cc2)[C@H]2c3cc(C(=O)N(C)C)n(Cc4ccc(S(C)(=O)=O)cc4)c3C[C@H]2CN1C(=O)c1ccccc1	-3%
C=CCOC(=O)C(=O)/C=C/c1ccc2c(c1)Cc1ccccc1-2	2%[57.5 µM]
O=C(Cc1ccccc1[N+](=O)[O-])Nc1ccccc1C(=O)N1CCCC1	-8%
CCCCCCCCCCCCCCCCCC(=O)NCCc1ccc(O)c(O)c1	2%
CCCOc1ccc(OCCOCCNCc2ccccc2)cc1	-8%
CCN(CC)CCCCn1c(-c2ccccc2)nc2c(NCCOC)nc(C)nc21	-2%
CN(C)c1ccc(/C=N/NC(=O)c2cc(-c3ccc4c(c3)OCO4)n[nH]2)cc1	-11%[57.5 µM]
COc1ccc(CN2C(=S)NC(C)(C)CC2(C)O)cc1 (stereo unspecified)	2%
CCN1C(=O)/C(=C/C2=Cc3ccccc3OC2C)SC1=S (stereo unspecified)	16µM*
Cc1ccc(C(c2sc3nc(C)nn3c2O)N2CCN(C(=O)c3ccco3)CC2)cc1 (stereo unspecified)	2%
COc1ccc(C(C)NC(=O)c2cccc([N+](=O)[O-])c2)cc1OC (stereo unspecified)	-5%
Cc1ccc2nc(-c3ccccc3)c(-c3ccccc3)nc2c1	-10%
O=C(CSc1nnc(-c2ccncc2)o1)c1cccc([N+](=O)[O-])c1	1%
O=C(CSc1nnc(-c2ccc(S(=O)(=O)N3CCCC3)cc2)o1)NCC1CCCO1 (stereo unspecified)	-3%
COc1ccc(/C=C/C(=O)c2cc(Br)ccc2OC(=O)c2ccco2)cc1OC	7%
CC(C)(C)c1ccc(C(=O)N2CCCC2)s1	1%[57.5 µM]
Cc1ccc(NC(=O)/C=C/c2ccc3c(c2)OCO3)nc1	13%
CCc1ccc(NC(=O)C(C)OC(=O)c2ccc(NS(=O)(=O)c3ccc(C)c([N+](=O)[O-])c3)cc2)cc1 (stereo unspecified)	-5%
COc1ccc(/C=C/C(=O)Nc2ccc3c(c2)CCC3)cc1OC	-4%
Cc1cc(C(=O)N/N=C/c2ccc(N3CCOCC3)cc2)c(C)o1	3%
Fc1ccc(CSc2nncn2NCc2ccccc2)cc1	14%
COc1cccc(-c2nnc(NC(=O)c3ccc4ncsc4c3)o2)c1	1%
COCCCn1c(SCC(=O)Nc2nc3ccccc3s2)nnc1-c1ccoc1C	9%
Cc1cc(C)cc(NC(=S)Nc2ccccn2)c1	-4%
COc1ccc(CCNC(=S)NC(=O)c2ccc(Br)cc2)cc1OC	1%
CSc1nnc([C@@H]2CCCN2C(=O)OC(C)(C)C)o1	-1%
Cc1ccc(OCC(=O)N(Cc2ccccc2)C(C)C)c([N+](=O)[O-])n1	0%
CCCCC(=O)NC(c1ccccc1OC)c1ccc2cccnc2c1O (stereo unspecified)	?

Rewritten with bars between the fields: seven of the compounds above
SMILES | ERK EGF inh
Fc1ccc(CSc2nncn2NCc2ccccc2)cc1 | 14%
COc1cccc(-c2nnc(NC(=O)c3ccc4ncsc4c3)o2)c1 | 1%
COCCCn1c(SCC(=O)Nc2nc3ccccc3s2)nnc1-c1ccoc1C | 9%
Cc1cc(C)cc(NC(=S)Nc2ccccn2)c1 | -4%
COc1ccc(CCNC(=S)NC(=O)c2ccc(Br)cc2)cc1OC | 1%
CSc1nnc([C@@H]2CCCN2C(=O)OC(C)(C)C)o1 | -1%
Cc1ccc(OCC(=O)N(Cc2ccccc2)C(C)C)c([N+](=O)[O-])n1 | 0%

Next records
SMILES	ERK EGF inh
Cc1ccc(SCC(=O)Nc2ccc(F)cc2[N+](=O)[O-])cc1C	?
S=C1NCN(C2CCCCC2)CN1Cc1ccccc1	-4%
CCOC(=O)c1c(C)[nH]c(C)c1C(=O)CSc1nc2ccccc2c(=O)n1-c1ccc(Cl)cc1	-4%
Cc1ccc2nc(SCC(=O)Nc3c(F)cccc3F)[nH]c2c1	3%
O=C(O)c1ccc(-c2cccc([N+](=O)[O-])c2)o1	4%[57.5 µM]
CNC(=S)NCC(O)c1ccc([N+](=O)[O-])cc1 (stereo unspecified)	-2%
CCOc1ccc(NC2c3ccccc3C(=O)N2Cc2ccco2)cc1 (stereo unspecified)	3%
CN1C(=O)C(O)(CC(=O)/C=C/C=C/c2ccccc2)c2ccccc21 (stereo unspecified)	0%[57.5 µM]
Cc1cc(C)nc(NC(=O)CSc2ccccn2)n1	6%
O=C(N/N=C/c1c(Cl)cccc1Cl)c1n[nH]c2c1CCCC2	11%
COc1ccc(CC(=O)O/N=C(\N)Cc2ccc([N+](=O)[O-])cc2)cc1	1%[57.5 µM]
CC(C)C[C@@H](CC(=O)N[C@@H](CCC(=O)O)CC(=O)O)NC(=O)[C@@H]1CNCC[C@H]1NC(=O)C[C@@H](NC(=O)C[C@H](CO)NC(=O)[C@@H]1CCCC[C@H]1N)C(C)C	-22%
Cc1ccc(OCCCC(=O)NCc2ccco2)c(C)c1	2%
COC(=O)c1cc(Sc2c(Cl)cccc2Cl)ccn1	-15%
C=CC12C=CC=CN1C(C(=O)OC)=C(C(=O)OC)C(C(=O)OC)=C2C(=O)OC (stereo unspecified)	7%
NS(=O)(=O)c1cccc(NC(=O)c2cccs2)c1	1%[57.5 µM]
O=C(CN1CCOCC1)n1c2c(c3ccccc31)CCCC2	7%
O=C1OCc2cc(NC(=O)C3COc4ccccc4O3)ccc21 (stereo unspecified)	-1%
COC(=O)Nc1nncs1	1%[57.5 µM]
CC(OC(=O)c1ccc2c(=O)n3c(nc2c1)CCC3)C(N)=O (stereo unspecified)	-3%
Cc1[nH]nc(SCC(=O)NC2CCCCC2)c1[N+](=O)[O-]	-8%
O=C1CN(C(=O)c2cc([N+](=O)[O-])ccc2Cl)C(c2ccccc2)c2cc(F)ccc2N1 (stereo unspecified)	-1%
O=C(O)c1cc(-c2ccc3c(c2)OCO3)nc2ccc(Br)cc12	-11%[57.5 µM]
CCOC(=O)c1c(NC(=O)c2ccc(C)cc2)sc2c1CC(C)(C)NC2(C)C	0%[57.5 µM]
Cc1cc(-c2ccc(/C=N/n3cnnc3)o2)ccc1Cl	0%
Cc1ccc(NC(=S)/C(=C(\[O-])c2ccc(F)cc2)[n+]2ccccc2)cc1	-14%
CN(C)Cc1c(O)ccc2c(-c3ccccc3)cc(=O)oc12	-3%
Cc1nc(-n2nnc(CO)c2CO)nc2c1CCC2	2%
CC(Nc1ccc2c(c1)OCCO2)C(=O)N1c2ccccc2CC1C (stereo unspecified)	1%
CC1CN(C(=O)c2c(Br)cnn2C)CC(C)O1 (stereo unspecified)	-7%
Nc1ncnc2c1cnn2C1CCCCC1	1%[57.5 µM]
C/C(CC(=O)Nc1cccc2c1CCCC2)=N\NC=O	0%
